DENV2 CPE rescue = protects cells from dengue virus 2 cytopathic effect. AID 651640. hit rate 1.7% among 350,000. CPE inhibition, % at 9.99 µM. DENV2-infected cells, cytopathic effect rescue, plate reader; in the data active = CPE inhibition above about 20%, passing the limit was not always enough; tested in BHK-21 cells;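 also: 0% = median of neutral control wells and 100% = median of positive control wells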
PglD DTNB = blocks C. jejuni PglD acetyltransferase activity | purified PglD enzyme, DTNB colorimetric CoA detection | inhibition, % at 12.5 µM | hit rate 0.098% among 360,000 | AID 602405; in the data active = inhibition above about 16%, passing the limit was not always enough; also: strong numbers were not always called active
E-sel inducer = induces E-selectin expression in human endothelial cells; HUVEC E-selectin immunofluorescence imaging; normalized: neutral wells 0, TNF-alpha wells 100; hit rate 0.37% among 260,000; AID 686992; activation, % at 7.58 µM;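 active = mean E-selectin-positive cell signal at least 10% of the positive control, reached in at least 60% of replicates, without over 20% cell loss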;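 also: in these data hits start at about 27%; measured in HUVEC primary endothelial cells; signal is the percent of cells scored E-selectin positive by PE staining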
Target sequence (P16581 whole entry, looked up): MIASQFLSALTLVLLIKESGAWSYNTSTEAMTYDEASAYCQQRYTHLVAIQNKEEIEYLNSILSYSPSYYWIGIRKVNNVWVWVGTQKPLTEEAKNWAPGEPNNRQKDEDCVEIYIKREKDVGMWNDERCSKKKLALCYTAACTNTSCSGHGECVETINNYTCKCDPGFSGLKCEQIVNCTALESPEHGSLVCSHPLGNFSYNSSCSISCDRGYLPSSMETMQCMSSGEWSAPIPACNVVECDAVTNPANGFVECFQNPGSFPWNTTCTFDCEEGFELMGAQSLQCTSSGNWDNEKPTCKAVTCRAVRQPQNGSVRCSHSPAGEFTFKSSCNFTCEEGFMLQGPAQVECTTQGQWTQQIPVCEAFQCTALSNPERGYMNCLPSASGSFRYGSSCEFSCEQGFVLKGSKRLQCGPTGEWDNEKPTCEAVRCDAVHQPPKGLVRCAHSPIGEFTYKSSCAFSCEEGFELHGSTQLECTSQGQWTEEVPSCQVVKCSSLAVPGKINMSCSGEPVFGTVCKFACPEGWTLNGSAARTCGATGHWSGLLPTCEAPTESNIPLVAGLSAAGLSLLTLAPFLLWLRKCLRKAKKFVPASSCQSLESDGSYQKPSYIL
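Test system: HUVEC; input: 3,000 HUVEC/well; measured by: immunofluorescence imaging; read-out: % PE-positive cells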
SIRT5 inh = inhibitors of human sirtuin-5 desuccinylase | Q9NXA8 | Purified SirT5, succinyl-peptide AMC, trypsin-coupled fluorescence | inhibition, % at 15 µM | hit rate 1.1% among 330,000; in the data active = inhibition above about 15%
ERp5 block = blocks human ERp5 reductase activity on insulin; AID 651711; Q15084; hit rate 0.05% among 350,000; inhibition, % at 9.99 µM; ERp5 insulin aggregation, absorbance 650 nm, 90 min;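 active = mean replicate inhibition above about 25%, with every replicate also reaching it, limit read from the data, passing the limit was not always enough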
Target sequence (Q15084 whole entry, looked up): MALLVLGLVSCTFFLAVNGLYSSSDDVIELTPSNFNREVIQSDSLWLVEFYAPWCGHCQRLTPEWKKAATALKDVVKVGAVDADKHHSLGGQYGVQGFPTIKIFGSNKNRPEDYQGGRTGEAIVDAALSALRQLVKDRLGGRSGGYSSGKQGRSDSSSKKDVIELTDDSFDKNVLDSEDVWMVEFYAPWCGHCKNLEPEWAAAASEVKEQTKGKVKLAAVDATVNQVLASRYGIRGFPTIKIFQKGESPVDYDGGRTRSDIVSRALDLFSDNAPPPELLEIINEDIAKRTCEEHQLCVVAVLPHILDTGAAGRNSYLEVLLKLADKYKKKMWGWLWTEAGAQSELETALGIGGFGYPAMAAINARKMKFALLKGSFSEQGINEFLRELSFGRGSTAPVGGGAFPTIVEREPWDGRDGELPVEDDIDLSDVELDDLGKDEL
C2C12 statin = protects C2C12 myotubes from simvastatin toxicity. rescue of ATP level, % at 7.49 µM. ATP luminescence, 48 h; scaled: DMSO 0, geranylgeraniol control 100. hit rate 0.78% among 330,000;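 active = mean ATP rescue above about 67%, or every replicate alone reaching that limit, limit read from the data, passing the limit was not always enough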;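 also: myotubes were challenged with 10 µM simvastatin during compound exposure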
S100A4 inh HTS = S100A4-myosin IIA interaction inhibition | P26447 | S100A4/TAMRA-MyoIIA peptide fluorescence polarization | inhibition, % at 10.7 µM | hit rate 0.14% among 360,000 | AID 652163;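 active = mean inhibition of at least 70% across replicates, with every replicate also reaching that level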
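Assay system: human S100A4 monomer with TAMRA-labelled myosin IIA peptide / Buffer or medium: Calcium-containing HEPES buffer, pH 7.2 / Reagent: TAMRA-labelled myosin IIA heavy-chain peptide probe, 5 nM / Compound: one dose per compound / Timing: polarization read 5 min after assay mix addition, stable 5–60 min / Benchmarks: neutral control DMSO, positive control TFP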
* marks the source's active call; other numbers are inactive results; . = not tested or not shown. A portion of the library; the hit share may differ from the screen's.

Molecule,C2C12 statin,DENV2 CPE rescue,ERp5 block,SIRT5 inh,PglD DTNB,S100A4 inh HTS,E-sel inducer
CCOc1ccc(N(Cc2ccccc2F)C2=NC3CS(=O)(=O)CC3S2)cc1 (stereo not given),3.4,-0.3,8.5,-3.5,3.7,0.5,0.2
COC(=O)Cc1ccc(NC(=O)c2ccc3c(c2)C(=O)N(Cc2ccco2)C3=O)cc1,5.6,.,5.7,10.8,-2.8,2.5,0.0
Cc1nc2c(cnn2CCO)c(=O)[nH]1,-11.9,-1.2,1.0,-1.2,3.1,-7.6,-0.2
CCC(C)(C)NC(=O)C1CCCN(S(=O)(=O)c2ccc3c(c2)CC(C)N3C(=O)C2CC2)C1 (stereo not given),-5.1,1.9,-0.5,1.3,5.6,-8.9,.
Cc1cccc(S(=O)(=O)N[C@H]2CC[C@@H](CCNC(=O)c3cnccn3)O[C@@H]2CO)c1,-8.4,-2.0,4.3,0.7,11.7,15.1,-0.2
CCN1C(=O)c2cccc3c(S(=O)(=O)NC(Cc4ccccc4)C(=O)O)ccc1c23 (stereo not given),4.0,-0.4,0.4,-3.5,-4.4,0.1,.
COc1ccc(CCC(=O)N2CCCc3ccccc32)cc1,21.0,1.5,2.9,.,-2.7,-2.7,0.2
CCN(CC)S(=O)(=O)c1ccc(S(=O)(=O)N(Cc2ccccn2)Cc2ccco2)cc1,0.6,-0.7,-1.8,-0.5,-4.4,3.7,.
CCCCN(CCCC)NC(=O)c1ccccc1,.,-3.3,4.2,-2.4,.,-3.3,0.0
O=C(C[C@@H]1CC[C@H]2[C@@H](COC[C@@H](O)CN2CC2CCCCC2)O1)NCc1ccc(F)cc1,11.0,6.6,0.4,8.9,-1.3,115.8*,0.1
O=C1CC(N2CCN(C(c3ccccc3)c3ccccc3)CC2)C(=O)N1 (stereo not given),14.3,.,-8.2,-3.0,1.8,-1.0,.
Cc1cc(C(C)(C)C)cc(C)c1C(=O)O,-5.4,6.0,2.4,0.1,.,0.6,.
CCOc1cc(C(=S)N2CCCC2)ccc1OC,-0.7,12.8,4.2,-2.6,-3.8,-15.0,.
COc1ccc(/C=C(\NC(=O)c2ccc(Cl)cc2)C(=O)NCC2CCCO2)cc1OC (stereo not given),13.4,-0.8,1.4,-0.6,-1.5,0.6,-0.1
COc1cccc(CN2CCN(c3nc4nonc4nc3N3CCCCC3)CC2=O)c1,-1.6,9.7,-0.5,4.0,.,3.7,2.4
COc1ccccc1CN1CCC(CNS(=O)(=O)c2cc(-c3cc(C)no3)ccc2C)CC1,-48.7,-1.3,0.9,-1.6,-2.2,1.5,.
COC(=O)CNC(=O)C(Cc1ccccc1)NS(=O)(=O)c1ccc2c(c1)c(=O)n(C)c(=O)n2C (stereo not given),.,-2.4,-7.5,-0.4,.,-1.3,.
CCS(=O)(=O)N1CCC2(CC1)CN(C(=O)Nc1c(C)noc1C)[C@@H](CO)c1[nH]c3cc(OC)ccc3c12,.,4.2,-0.1,5.9,.,-0.6,0.4
CCN(C(=O)COc1ncnc2ccccc12)C1CCCCC1,-0.1,16.2,8.8,.,-1.2,11.0,.
CC1=CC(C)C2(CO)COC(c3cccnc3)C1C2C (stereo not given),.,-3.3,0.5,-0.5,.,-4.8,0.0
COc1cc(C(=O)O/N=C(\N)c2ccncc2)cc(OC)c1OC,15.0,-3.0,0.4,-2.5,-3.4,-0.8,.
CC1Sc2ccc(S(=O)(=O)N3CCC(C(=O)NCc4ccco4)CC3)cc2NC1=O (stereo not given),-0.8,10.1,15.7,0.7,-2.4,-6.6,.
CC(Sc1ncccn1)C(=O)NC1CCCC1 (stereo not given),8.7,3.6,-1.6,-0.8,3.1,-4.1,.
Cc1ccc(Nc2c([N+](=O)[O-])c(=O)n(C)c3ccccc23)cc1,.,17.6,0.9,-4.5,.,-2.1,.
CCOc1ccc(-c2c(C(=O)N/N=C/C3CCCCC3)nnn2-c2nonc2N)cc1,23.3,-0.3,1.7,-4.7,-1.6,-1.3,.
COc1nn(-c2ccccc2)c(=O)c(Cl)c1Cl,-24.0,-22.4,0.4,-1.3,-0.3,-6.5,-0.3
COc1cc(Cn2c3ccc(NC(=O)CC(C)C(F)(F)F)cc3c(=O)n2C)ccc1F (stereo not given),14.6,12.3,2.6,-15.7,-4.8,-8.9,0.0
C[C@@H]1CN([C@@H](C)CO)S(=O)(=O)c2ccc(C#C[C@@H](C)O)cc2O[C@H]1CN(C)CC1CCOCC1,-41.6,3.7,-1.2,1.2,6.1,-0.6,0.0
CC1=C(Cl)C2=NS(=O)(=O)CCN2C=C1Cl,.,-4.5,-3.4,-15.3,.,-7.4,4.9
O=C(Cn1nnc(-c2ccc(Cl)cc2)n1)NCCC1=CCCCC1,26.6,0.2,-1.7,-0.4,-1.7,-9.9,.

Retrieved by structure from above (6):
Molecule,C2C12 statin,DENV2 CPE rescue,ERp5 block,SIRT5 inh,PglD DTNB,S100A4 inh HTS,E-sel inducer
COc1ccc(/C=C(\NC(=O)c2ccc(Cl)cc2)C(=O)NCC2CCCO2)cc1OC (stereo not given),13.4,-0.8,1.4,-0.6,-1.5,0.6,-0.1
Cc1cc(C(C)(C)C)cc(C)c1C(=O)O,-5.4,6.0,2.4,0.1,.,0.6,.
CCN(C(=O)COc1ncnc2ccccc12)C1CCCCC1,-0.1,16.2,8.8,.,-1.2,11.0,.
CCOc1cc(C(=S)N2CCCC2)ccc1OC,-0.7,12.8,4.2,-2.6,-3.8,-15.0,.
Cc1ccc(Nc2c([N+](=O)[O-])c(=O)n(C)c3ccccc23)cc1,.,17.6,0.9,-4.5,.,-2.1,.
COc1ccccc1CN1CCC(CNS(=O)(=O)c2cc(-c3cc(C)no3)ccc2C)CC1,-48.7,-1.3,0.9,-1.6,-2.2,1.5,.

(list continues)
Molecule,C2C12 statin,DENV2 CPE rescue,ERp5 block,SIRT5 inh,PglD DTNB,S100A4 inh HTS,E-sel inducer
COc1cc(NC(=O)Cn2c([N+](=O)[O-])cnc2C)c(OC)cc1Cl,-6.9,-3.5,0.9,0.6,-0.5,0.9,.
COc1ccc(S(=O)(=O)n2nc(OC(=O)c3ccncc3)cc2N)cc1,3.4,18.0,3.2,.,3.5,-3.7,0.1
C=CCNC(=O)CC12CC3CC(C1)CC(CC(=O)NCC=C)(C3)C2,-0.4,1.5,2.9,3.2,-12.6,-3.5,.
C[C@H]1CN([C@@H](C)CO)C(=O)Cc2cc(N(C)C)ccc2O[C@H]1CN(C)Cc1ccc(-c2ccccc2)cc1,-87.8,4.4,-0.4,9.8,-2.0,8.9,0.1
Cc1cccc(NC(=O)c2ccc(COc3ccccc3)o2)n1,.,-5.2,2.7,-2.2,-1.3,-5.9,-0.1
COc1ccc(NC(=O)N(C)C[C@@H]2Oc3cc(-c4ccncc4)ccc3S(=O)(=O)N([C@H](C)CO)C[C@H]2C)cc1,-19.3,-6.8,-1.1,-4.4,-7.6,-3.1,0.3
N#C[C@H]1[C@H](c2ccccc2-c2ccc(F)cc2)[C@@H](CO)N1C(=O)Cc1cccnc1,.,3.0,3.4,0.4,.,-16.4,0.0
O=C(Nc1cccc([N+](=O)[O-])c1)N1CCCc2ccccc21,17.2,-11.4,-10.8,0.4,-1.0,32.5,-0.1
O=C1CCC(C(=O)Nc2nnc(C3CC3)s2)=NN1,6.2,15.0,2.4,1.1,-2.5,-1.7,.
Oc1ccc(-c2csc(-c3ccccc3)n2)cc1O,-21.2,-0.1,-3.2,0.1,0.8,0.1,.
CCc1nnc(NC(=O)c2ccc(S(C)(=O)=O)cc2)s1,-3.9,3.4,4.6,-4.1,1.9,-8.7,4.9
CCOC(=O)C1(Cc2ccccc2C(F)(F)F)CCN(C(C)CCn2cccn2)CC1 (stereo not given),.,1.7,-2.0,.,.,-1.9,.
Cc1cnc(C(=O)N2CCCC(C(=O)c3cccc(OC(C)C)c3)C2)cn1 (stereo not given),.,5.1,2.1,-1.9,.,-3.9,.
COc1ccc(NC(=O)Nc2ccc3c(c2)C(=O)N([C@@H](C)CO)C[C@H](C)[C@@H](CN(C)Cc2ccc(C(=O)O)cc2)OCCCC[C@H](C)O3)cc1,.,15.4,6.6,6.4,-0.9,-5.3,0.0
COc1ccc(N2CCN(C(=O)C3=NNC(=O)CC3)CC2)cc1,4.4,-1.4,4.3,1.1,-1.6,-1.8,.
C=CCN(CC=C)Cc1cc(=O)oc2cc(C)c(Cl)cc12,6.0,1.0,-2.2,9.8,-0.5,-1.8,-0.1
C[C@@H]1CN([C@H](C)CO)C(=O)c2cc(-c3cccnc3)cnc2O[C@H]1CN(C)C(=O)c1cccc(F)c1,1.4,-7.0,-3.2,10.8,1.2,4.9,0.1
O=C(NCC[C@@H]1CC[C@@H](NC(=O)c2ccncc2)[C@@H](CO)O1)Nc1ccc(Cl)cc1,-8.1,-2.8,0.4,2.2,-4.4,29.3,-0.1
CCCCn1c(N)c(N(CC(C)C)C(=O)C2CC(=O)N(c3ccc(C)cc3)C2)c(=O)[nH]c1=O (stereo not given),8.4,3.2,-4.8,-1.3,.,-2.4,0.0
COCCN(C(=O)c1ccc(-c2ccc(Cl)cc2)o1)c1c(N)n(Cc2ccccc2)c(=O)[nH]c1=O,.,-1.4,-1.4,-2.9,.,-2.6,-0.7
CC(NC(=O)Cn1c(=O)oc2cc(S(=O)(=O)N3CCCC3)ccc21)c1ccccc1 (stereo not given),13.7,-7.1,-3.8,-2.9,-5.2,-7.3,-1.3
NC(=O)COC(=O)CNC(=O)c1sc2ccccc2c1Cl,5.1,-6.4,3.4,1.5,-0.9,-4.3,.
Cc1ccc(NC(=O)Cn2ccsc2=N)cc1S(=O)(=O)N(C)C,.,4.8,-4.7,1.2,.,-6.7,-0.1
CSc1nnc(-c2cccn(Cc3ccccc3)c2=O)o1,2.6,-2.0,1.5,-39.1,-6.0,0.9,.
CC(C)[C@H](NC(=O)N1CCC(Cc2ccccc2)CC1)C(=O)O,-5.5,-0.8,1.7,-2.4,1.3,-2.8,.
COc1ccc(/C=N/NC(=O)c2ccncc2)c(OC)c1,4.3,-4.1,-3.7,1.8,-3.7,-1.8,-0.1
COc1ccc(C#Cc2cnc3c(c2)C(=O)N([C@H](C)CO)C[C@H](C)[C@@H](CN(C)CC2CCOCC2)O3)cc1,-16.7,0.5,3.4,-3.3,3.8,22.3,0.3
NS(=O)(=O)c1cc2c(cc1Cl)NC(CSCc1ccccc1)=NS2(=O)=O,6.8,14.2,1.7,-0.6,4.6,1.2,0.0
O=C(O)CCn1c(SCCOc2ccccc2)nc2ccccc21,-0.6,12.3,-2.6,-3.0,-5.2,4.7,.
CC1C(=O)Nc2ccc(S(=O)(=O)N3CCc4ccccc4C3)cc2NC1=O (stereo not given),1.4,-1.3,-2.1,-5.0,1.5,-0.5,-0.2

Carrying on.
Molecule,C2C12 statin,DENV2 CPE rescue,ERp5 block,SIRT5 inh,PglD DTNB,S100A4 inh HTS,E-sel inducer
CCn1cc(C2=NC(C)CO2)c2ccccc21 (stereo not given),-3.6,0.0,0.1,-3.1,0.5,-4.8,.
CC(C)N1CCN(CC#Cc2ccccc2)CC1CCO (stereo not given),.,-0.7,-0.8,0.3,.,-65.7,3.2
Cc1ccc(S(=O)(=O)NC(CC(C)C)C(=O)N2CCCC2)cc1 (stereo not given),-8.5,-6.8,-4.3,-1.8,-1.8,0.9,-0.3
Cc1nccn1CC(O)COc1ccc([N+](=O)[O-])cc1 (stereo not given),2.3,2.1,8.7,0.8,-0.3,4.7,.
NC(=S)N=Nc1c(O)[nH]c2c(Br)cc(Br)cc12,.,-3.4,1.0,-4.0,.,1.2,.
COCCNC(=O)C1Cc2c(ccc3ccccc23)O1 (stereo not given),17.7,2.5,1.3,-2.6,0.1,-0.3,-1.2
COc1ccccc1C(=O)Nc1ccnn1C1CCN(C(=O)C2CCOC2)CC1 (stereo not given),3.8,-8.4,-11.7,-2.9,4.4,-5.0,6.2

Assay outcomes from PubChem BioAssay.
